Assay outcomes from PubChem.
PI4K2A block: qHTS for small molecular inhibitors of PI4K2A; purified PI4K2A, ADP-Glo luminescence, 1 h; stronger effect = lower value; activity change, negative = inhibition, % at 76.9 µM; 0.13% of 420,000 active; in the data active means activity change below about -50%; inconclusive means mostly about -30% to -49%;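 further: -100% = wells without enzyme as full effect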
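In this quantitative HTS, ADP production by PI4K2A was quantified luminescently after 1 h at ambient temperature; 100 microM adenosine served as plate-quality control.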
GLS inhibitor: qHTS for Inhibitors of Glutaminase (GLS) | GLS enzymatic activity, qHTS titration | Potency, µM (top dose mostly 45.5 µM), inactives show top-dose activity change, negative = inhibition, most hits filed as inhibitors | 0.21% of 410,000 active; further: potency means the concentration at half of the fitted maximal effect; on the % scale 0 is the no-effect control and ±100 the full control effect
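Assay buffer: 45 mM KH2PO4 pH 8.2, 0.02% Tween-20. hKGA acts on L-glutamine (1 mM solution added); product glutamate is reported by an oxidase/peroxidase Amplex Red coupling, with fluorescence taken at baseline and 30 min.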
rTrxR1 inhibitor: qHTS Assay for Inhibitors of Mammalian Selenoprotein Thioredoxin Reductase 1 (TrxR1): qHTS. Potency, µM (highest dose often 114 µM), for the others: at the top dose activity change, negative = inhibition, most hits filed as inhibitors. 1% of 390,000 active. recombinant rTrxR1, NADPH fluorescence consumption, selenite substrate. AID 588453, 2011; further: potency means the concentration at half of the fitted maximal effect; on the % scale 0 is the no-effect control and ±100 the full control effect; nearly all actives have a fitted effect of over 65% in size
Target sequence (O89049 whole entry, looked up): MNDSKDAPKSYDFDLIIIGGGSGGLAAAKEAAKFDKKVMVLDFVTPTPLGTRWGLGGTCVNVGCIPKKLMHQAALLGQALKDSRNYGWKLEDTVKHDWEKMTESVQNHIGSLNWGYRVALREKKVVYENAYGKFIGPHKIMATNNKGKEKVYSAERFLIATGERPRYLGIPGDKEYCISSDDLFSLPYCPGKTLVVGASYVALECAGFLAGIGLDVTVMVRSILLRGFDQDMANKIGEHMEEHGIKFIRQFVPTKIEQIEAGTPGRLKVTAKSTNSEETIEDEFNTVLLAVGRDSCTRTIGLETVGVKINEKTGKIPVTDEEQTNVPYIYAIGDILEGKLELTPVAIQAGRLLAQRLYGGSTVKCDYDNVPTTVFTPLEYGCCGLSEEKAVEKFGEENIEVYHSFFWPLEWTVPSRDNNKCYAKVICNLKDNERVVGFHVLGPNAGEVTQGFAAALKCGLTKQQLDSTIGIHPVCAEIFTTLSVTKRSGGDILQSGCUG
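Rat TrxR1 (90 nM in the dispensed reagent) was pre-reduced with 400 uM NADPH for 5 min at room temperature, then incubated with compound for 15 min. After 400 uM selenite was added, NADPH fluorescence (Ex 340/Em 450 nm) was followed for 8 min.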
PGK inhibitor: qHTS Assay to Find Inhibitors of Phosphoglycerate Kinase | Phosphoglycerate kinase, glycosomal (Trypanosoma brucei brucei), P07378 | PGK/GAPDH coupled, Kinase-Glo luminescence, 60 min | Potency, µM (titrated, usually from 57.5 µM), inactives show at the highest dose activity change, negative = inhibition, actives largely listed as inhibitors | 0.043% of 380,000 active | AID 602233, 2012; further: potency means the concentration at half of the fitted maximal effect; on the % scale 0 is the no-effect control and ±100 the full control effect; nearly all actives have a fitted effect of over 60% in size
Target sequence (P07378 whole entry, looked up): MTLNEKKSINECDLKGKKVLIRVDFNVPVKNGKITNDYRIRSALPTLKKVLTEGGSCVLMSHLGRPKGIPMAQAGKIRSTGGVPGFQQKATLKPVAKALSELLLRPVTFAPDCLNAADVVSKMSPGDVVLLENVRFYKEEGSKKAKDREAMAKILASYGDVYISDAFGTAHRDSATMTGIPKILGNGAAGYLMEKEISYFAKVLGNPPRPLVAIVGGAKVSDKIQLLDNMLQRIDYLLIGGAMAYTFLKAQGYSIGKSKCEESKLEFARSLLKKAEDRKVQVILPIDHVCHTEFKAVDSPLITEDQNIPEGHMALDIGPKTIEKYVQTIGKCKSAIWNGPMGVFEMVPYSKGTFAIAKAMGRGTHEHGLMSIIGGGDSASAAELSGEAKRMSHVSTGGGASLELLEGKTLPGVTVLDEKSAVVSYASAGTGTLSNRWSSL
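Luminescent ATP detection (Kinase-Glo Plus) follows a 60-minute room-temperature incubation, with wells lacking PGK as controls. Buffer: 100 mM TEA (pH 7.6), 5 mM MgCl2, 0.01% Tween-20. Coupling enzyme GAPDH (100 nM final) supplies unstable 1,3-BPG in-well.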
Pin1 inh: qHTS Assay to Find Inhibitors of Pin1; Pin1 FP peptide displacement, HiFluor488, 10 min; Potency, µM (doses to about 115 µM), for inactives: at the top dose activity, negative = inhibition, usual class: inhibitors; 0.009% of 390,000 active; active means well fitted inhibition curve with a large enough effect in the polarisation, with a control signal flat, not every such curve was filed as active; inconclusive means small, poorly fitted or top-dose-only effect, or effect the other way, or a change in a side signal; inactive means no such curve, though single readings can be large or run the other way; the % refers to the polarisation; further: potency means the concentration at half of the fitted maximal effect; on the % scale 0 is the no-effect control and ±100 the full control effect
Target sequence (Q13526 whole entry, looked up): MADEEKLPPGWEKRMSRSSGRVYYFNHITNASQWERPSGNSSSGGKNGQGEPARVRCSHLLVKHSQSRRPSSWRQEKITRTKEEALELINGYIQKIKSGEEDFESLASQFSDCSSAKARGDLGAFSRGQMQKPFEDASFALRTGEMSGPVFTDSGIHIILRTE
HP1b binding inh: HTS for Inhibitors of HP1-beta Chromodomain Interactions with Methylated Histone Tails. AlphaScreen HP1-beta / biotin-H3K9me3 peptide binding. Potency, µM (doses to about 114 µM), inactives show top-dose activity change, negative = inhibition, hits mostly inhibitors. Chromobox protein homolog 1 (Homo sapiens), P83916. 0.56% of 390,000 active; further: potency means the concentration at half of the fitted maximal effect; nearly all actives have a fitted effect of over 70% in size; inactives centre near 23
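HP1-beta protein (50 nM final) preincubated 30 min at room temperature with biotinylated H3(1-18)K9me3 peptide (50 nM) in PBS pH 7.4, 0.01% Tween-20, then compound added for 30 min. AlphaScreen streptavidin donor/nickel chelate acceptor beads (10 ug/mL final), 30 min dark, luminescence read.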
USP1 inh: Inhibitors of USP1/UAF1: Primary Screen; Ubiquitin carboxyl-terminal hydrolase 1 (Homo sapiens), O94782; recombinant USP1/UAF1, Ub-Rhodamine cleavage fluorescence; Potency, µM (series often up to 57.1 µM), for inactives: at the top dose activity change, negative = inhibition, usual class: inhibitors; 0.23% of 390,000 active; AID 743255, 2014; further: potency means the concentration at half of the fitted maximal effect; on the % scale 0 is the no-effect control and ±100 the full control effect; nearly all actives have a fitted effect of over 60% in size; inactives centre near -12
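High-throughput fluorogenic screen: 1nM USP1/UAF1 complex, Ub-Rho substrate 150nM final, 50mM HEPES pH 7.8 with 0.5mM EDTA, 0.1 mg/ml BSA, 1mM TCEP and 0.01% Tween-20.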
IDH1 R132H inh: qHTS for Inhibitors of mutant isocitrate dehydrogenase 1 (IDH1): qHTS. IDH1-R132H enzyme, NADPH consumption, diaphorase/resazurin fluorescence. Isocitrate dehydrogenase [NADP] cytoplasmic (Homo sapiens), O75874. Potency, µM (series often up to 76.6 µM), for inactives: top-dose activity change, negative = inhibition, usual class: inhibitors. 0.093% of 390,000 active. AID 602179, 2012; further: potency means the concentration at half of the fitted maximal effect; on the % scale 0 is the no-effect control and ±100 the full control effect; nearly all actives have a fitted effect of over 65% in size
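IDH1-R132H (0.5 ug/mL dispensed) in pH 7.5 Tris buffer was preincubated 30 min with compound, then given a substrate mix of 0.016 mM NADPH and 2 mM alpha-KG for 80 min at room temperature; remaining NADPH was read by diaphorase/resazurin fluorescence.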
TrxR1 substrate: qHTS Assay for Substrates of Mammalian Selenoprotein Thioredoxin Reductase 1 (TrxR1): qHTS; Thioredoxin reductase 1, cytoplasmic (Rattus norvegicus), O89049; purified TrxR1 substrate turnover, NADPH consumption readout; Potency, µM (highest dose often 114 µM), for inactives: top-dose activity change, negative = substrate turnover; 0.01% of 390,000 active; AID 588456, 2011; further: potency means the concentration at half of the fitted maximal effect; on the % scale 0 is the no-effect control and ±100 the full control effect; nearly all actives have a fitted effect of over 50% in size
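Rat TrxR1, dispensed at 90 nM, was prereduced with 400 uM NADPH (final) for 5 min at ~22 deg C, then incubated with compound 15 min before 400 uM selenite. A first-read NADPH fluorescence drop versus no-compound background flagged substrates.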
Starred values were filed as active, the others as inactive; i = inactive; ? = inconclusive; · = not tested or not shown; [ ] = dose if it differs, or a comment. Unless noted, the call rests on the fitted dose curve; in most records, active means well fitted curve in the direction sought with a large enough effect; inconclusive means small, poorly fitted or top-dose-only effect, or another doubt; inactive means no such curve, though single readings can be large; an effect the other way counts as inactive or inconclusive.

SMILES	PI4K2A block	GLS inhibitor	rTrxR1 inhibitor	PGK inhibitor	Pin1 inh	HP1b binding inh	USP1 inh	IDH1 R132H inh	TrxR1 substrate
CCCCC(=O)NC(Nc1sc2c(c1C(N)=O)CCCC2)(C(=O)OCC)C(F)(F)F (stereo unspecified)	2	-9%	?	-6%	0%	22%	-14%	-7%	-16%
COc1ccccc1NC(=O)CSc1nnc(CNC(=O)c2ccco2)o1	2	-11%	3%	-10%	0%	41%	-14%	3%	1%
O=C(CN1C(=O)COc2ccc(S(=O)(=O)N3CCOCC3)cc21)N1CCN(c2cccc(C(F)(F)F)c2)CC1	8	-11%	12%	-2%	-7%	13%	-25%	-10%	-4%
COC(C(=O)Nc1ccc(S(=O)(=O)Nc2c(C)cccc2C)cc1)c1ccccc1 (stereo unspecified)	3	-9%	8%[57.1 µM]	-4%	1%	31%	-23%	-1%	4%[57.1 µM]
COc1ccc(-c2nnc(SCc3ccc(C(=O)O)cc3)o2)cc1OC	7	-1%	38%[2.29 µM]	i	-4%	45%[activator]	-4%	-7%	0%
CC(=O)c1ccccc1OCCOCCOCCOc1ccccc1C(C)=O	7	2%	8%[57.1 µM]	1%	0%	21%	-30%	10%	6%[57.1 µM]
Nc1c2c(nc3sc4c(c13)CCCC4)CCCCCC2	5	-9%	28%	i	-9%	22%	-9%	12%	-1%
CCN(c1ccccc1)S(=O)(=O)c1ccc(OC)c(NC(=O)c2cc(Cl)ccn2)c1	6	-13%	-22%	i	-3%	33%	-5%	6%	8%
COc1ccc(S(=O)(=O)NCC(c2ccc3c(c2)OCO3)N2CCOCC2)cc1C (stereo unspecified)	2	4%	1%	-10%	3%	29%	-24%	8%	-6%
CC(C)Oc1ccc(CNC(=O)c2cc(S(=O)(=O)N3CCOCC3)cn2C)cc1	-3	-8%	-16%	3%	8%	27%	-24%	-4%	-11%
O=C(O)COc1ccc(C(NC(=O)c2c(F)cccc2F)NC(=O)c2c(F)cccc2F)cc1	-1	-1%	9%	-7%	1%	32%[activator]	-3%	3%	-4%
O=C(COc1ccc2ccc(=O)oc2c1)NCC(O)c1ccccc1 (stereo unspecified)	12	2%	15%[57.1 µM]	-1%	-4%	47%[activator]	-14%	-9%	13%[57.1 µM]
COc1ccccc1C(=O)NCC(=O)Nc1ccc2c(c1)OCO2	1	11%	16%	1%	1%	4%	-13%	0%	3%
CCN(c1ccc(C)c(C)c1)S(=O)(=O)c1ccc2c(c1)CCN2C(=O)CCC(=O)O	1	9%	2%	·	2%	17%	-19%	1%	6%
COc1ccc(-c2cnnn2-c2ccc(N)cc2)cc1OC	0	1%	-3%[11.4 µM]	1%	1%	10%	-14%	-3%	10%[57.1 µM]
CS(=O)(=O)N1CCCC(C(=O)NCc2ccco2)C1 (stereo unspecified)	8	0%	16%	·	?	21%	-9%	0%	13%
Cn1c(C(=O)N[C@@H](C(=O)O)c2ccccc2)cc2cc(F)ccc21	-3	-9%	-7%[11.4 µM]	2%	-12%	21%	-12%	0%	6%[57.1 µM]
COc1ccc(CN2CSC(=S)N(Cc3ccccc3)C2)cc1	27	1%	3%	-15%	2%	40%[activator][57 µM]	-3%	0%	-4%
O=C(COC(=O)/C=C/c1ccccc1Cl)Nc1cccnc1Cl	-1	0%	10%	1%	4%	32%	-6%	-7%	3%
O=C(Cc1c(O)c2ccccc2[nH]c1=O)NC1CCCCCCC1	-2	2%	-14%[57.1 µM]	-2%	-9%	27%	-1%	7%	16%[57.1 µM]
COc1ccc(Br)cc1CN(C)CC(=O)Nc1cccc(S(N)(=O)=O)c1	-2	1%	13%[57.1 µM]	-1%	1%	40%[activator]	-2%	2%	-6%
Cc1ccc(S(=O)(=O)N2C[C@H]3C(=O)C[C@@H](c4cccc5ccccc45)N(S(=O)(=O)c4ccc(C)cc4)[C@H]3C[C@H]2c2ccc(Cl)cc2)cc1	-1	13%	·	-4%	·	·	0%	0%	·
CCn1cc(CNC(=O)C2CCC(=O)N(C3CCCCCC3)C2)cn1 (stereo unspecified)	-1	0%	9%	-9%	1%	12%	-15%	1%	5%
CCOc1ccccc1NC(=O)CSc1cn[nH]n1	-1	1%	11%	-4%	6%	13%	-7%	7%	-4%
COc1ccc(Cl)cc1NS(=O)(=O)c1cccc(C(=O)NCC(C)(C)N2CCOCC2)c1	-4	-2%	24%	-6%	0%	36%	-20%	15%	10%

Next part; the last 2 above are carried over.
SMILES	PI4K2A block	GLS inhibitor	rTrxR1 inhibitor	PGK inhibitor	Pin1 inh	HP1b binding inh	USP1 inh	IDH1 R132H inh	TrxR1 substrate
CCOc1ccccc1NC(=O)CSc1cn[nH]n1	-1	1%	11%	-4%	6%	13%	-7%	7%	-4%
COc1ccc(Cl)cc1NS(=O)(=O)c1cccc(C(=O)NCC(C)(C)N2CCOCC2)c1	-4	-2%	24%	-6%	0%	36%	-20%	15%	10%
CCn1nccc1C(=O)Nc1cc(Cl)ccc1Cl	1	-5%	17%	-4%	0%	51%[activator]	-23%	3%	1%
Cc1ccc(-n2nc(C)c3c(C(=O)Nc4ccc(Br)c(C)c4)cc(C)nc32)cc1	-2	-7%	28%	9%	8%	68%[activator]	-19%	-2%	19%
O=C(CSc1ccccc1)NC1CC1	-2	12%	·	-6%	·	·	-3%	2%	·
CCCN(CCC)C(=O)C[n+]1cccc(/C=N/O)c1	-3	-3%	-11%[57.1 µM]	-3%	3%	35%	-11%	5%	-4%[57.1 µM]
COC(=O)c1ccccc1SC1CC(=O)N(c2ccccc2)C1=O (stereo unspecified)	6	-3%	?	-6%	-3%	54%[activator]	-17%	-4%	5%
Nc1cc(Cl)cc2c1-c1ccc(Cl)cc1C2	6	-4%	23%	-2%	11%	4%	-23%	1%	-2%
CC/C(=N\NC(=O)c1ccc(-c2ccccc2)cc1)C12CC3CC(CC(C3)C1)C2	1	15%	3%	0%	2%	25%	-6%	0%	2%
COCCN=c1scc(-c2cc(OC)c(OC)c(OC)c2)n1/N=C/c1c(C)[nH]c2ccccc12	1	9%	-4%	3%	?	?	-13%	1%	-2%
CCOC(=O)c1ccc(NS(=O)(=O)c2ccc3c(c2)oc(=O)n3C)cc1	3	2%	10%[57.1 µM]	-3%	7%	53%[activator]	-16%	3%	-6%[57.1 µM]
O=c1oc(Nc2cccc(F)c2)nc2ccccc12	?	-1%	21%[0.457 µM]	0%	23%	30%	-7%	1%	5%
CCCn1c(N)c(C(=O)CSc2nncs2)c(=O)[nH]c1=O	-1	0%	19%	i	5%	50%[activator]	-19%	-5%	5%
COc1ccc(OC)c(NC(=O)C2CCN(Cc3cnn(-c4ccccc4)c3-n3cccc3)CC2)c1	-2	3%	17%	-4%	4%	?	-12%	3%	1%
CC1CCc2sc(C(=O)NNC(=S)NC3CC3)cc2C1 (stereo unspecified)	2	45%[activator]	-7%	10%	-1%	51%[activator]	-15%	-2%	-4%
CCOC(=O)C1(CCOc2ccccc2)CCN(Cc2cccc3nonc23)CC1	3	-1%	11%[57.1 µM]	0%	-3%	59%[activator]	5%	10%	-8%
COc1ccc(C(=O)CSc2nnc(Cn3cnc4ccccc43)o2)cc1	6	0%	5%	-7%	0%	27%	-5%	1%	-3%
O=C(CN1C(=O)CC(c2ccccc2)=Nc2ccccc21)NCc1ccco1	3	1%	-15%	0%	2%	21%	-16%	1%	-3%
COc1ccc2c(C)c(CC(=O)NCc3ccc(C)cc3)c(=O)oc2c1OC	0	-6%	11%	i	3%	68%[activator]	-25%	12%	8%
Cc1cc(C)cc(NCc2nnc3n2CCCCC3)c1	1	44%[activator]	7%[57.1 µM]	-3%	-2%	26%[57 µM]	?	9%	0%[57.1 µM]
CCN(Cc1ccc2c(c1)OCO2)C(=O)CSc1ncnc2sccc12	-4	18%	-8%	2%	17%	29%	-4%	2%	-5%
N=C(N)SCc1nc2ccccc2c(=O)n1-c1ccccc1Cl	1	15%	-7%	5%	9%	-1%	-23%	4%	32%
CCOC(=O)C1=CN(CC2CCCCC2)CCC1=O	0	0%	12%	-9%	-9%	19%	-20%	-6%	3%
S=C(NCc1ccco1)NCC1CCCO1 (stereo unspecified)	-1	6%	5%	i	-2%	35%	-27%	32%[activator]	3%
Cc1nc2ncnn2c(C)c1Cc1c(Cl)cccc1Cl	56	5%	0%	-2%	-2%	36%	-4%	0%	-3%
O=[N+]([O-])c1cc(S(=O)(=O)N2CCCC2)ccc1NCCc1ccccc1	-1	-1%	12%	2%	13%	26%	-7%	-2%	2%
Cc1cc(=O)oc2cc(OC(C)C(=O)N3CCOCC3)c(Cl)cc12 (stereo unspecified)	1	-1%	·	i	·	·	-29%	5%	·
Cc1ccc(-c2ccc(OCC(=O)N3CCOCC3)cc2)cc1	5	6%	3%	-8%	-3%	5%	-10%	8%	4%

Only part of the results is shown; count on the stated rates, not on these rows.
